UBC13 inh – inhibitors of human UBC13 polyubiquitin chain formation; TR-FRET; P61088; inhibition, % at 20 µM; hit rate 0.47% among 330,000; in the data active means inhibition above about 45%, passing the limit was not always enough
Target sequence (P61088 whole entry, looked up): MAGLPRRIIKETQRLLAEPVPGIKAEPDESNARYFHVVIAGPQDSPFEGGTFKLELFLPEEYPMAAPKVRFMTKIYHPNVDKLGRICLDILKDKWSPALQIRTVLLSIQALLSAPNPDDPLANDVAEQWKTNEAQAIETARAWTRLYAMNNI
SENP7 inh – blocks the human protease SENP7 | Q9BQF6 | recombinant SENP7, Z-RLRGG-aminoluciferin luminescence, 40 min | inhibition, % at 5 µM | hit rate 1.5% among 330,000;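 active means inhibition above about 50% at the single test dose, limit read from the data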;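 further: plate controls were DMSO with enzyme for no effect and no enzyme buffer wells for full effect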
Apaf1 inhib – human Apaf-1 inhibition; hit rate 0.71% among 330,000; O14727; inhibition, % at 20 µM; AID 489030; reconstituted apoptosome caspase-3 activity, DEVD-Rh110 fluorescence; active means inhibition of at least 40% at 20 µM;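 further: plate controls were DMSO wells for no effect and DEVD-CHO caspase inhibitor wells for full effect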
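Material: biochemical Apaf-1 apoptosome reconstitution. Medium: Hepes buffer, pH 7.5. Also added: cytochrome c activation, bis-DEVD rhodamine 110 substrate. Timing: 30 min compound preincubation, 50 min activation, room temperature. Measured by: rhodamine 110 fluorescence at Ex 480/Em 540 nm.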
Gli-Sufu antag – antagonists of Gli-Sufu signaling. inhibition, % at 5 µM. Sufu-KO-LIGHT fibroblasts, Gli luciferase reporter luminescence. hit rate 0.74% among 340,000. AID 588413;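 active means inhibition above about 55%, limit read from the data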;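 further: 0% = DMSO-treated cells and 100% = wells with medium but no cells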
Jurkat NFkB inh – inhibitors of the PMA/ionomycin-induced NF-kB reporter in Jurkat cells. PMA/ionomycin-induced NF-kB luciferase reporter, luminescence. hit rate 0.53% among 330,000. inhibition, % at 4 µM
HKDC1 inh – HKDC1 (human) hexokinase inhibition; recombinant HKDC1, G6PDH/diaphorase resazurin coupled fluorescence; inhibition, % at 20 µM; hit rate 0.16% among 340,000; AID 493160;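 active means inhibition above about 35% when tested at 20 µM, limit read from the data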;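 further: plate controls were DMSO wells with enzyme for no effect and DMSO wells lacking enzyme for full effect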
Target sequence (Q2TB90 whole entry, looked up): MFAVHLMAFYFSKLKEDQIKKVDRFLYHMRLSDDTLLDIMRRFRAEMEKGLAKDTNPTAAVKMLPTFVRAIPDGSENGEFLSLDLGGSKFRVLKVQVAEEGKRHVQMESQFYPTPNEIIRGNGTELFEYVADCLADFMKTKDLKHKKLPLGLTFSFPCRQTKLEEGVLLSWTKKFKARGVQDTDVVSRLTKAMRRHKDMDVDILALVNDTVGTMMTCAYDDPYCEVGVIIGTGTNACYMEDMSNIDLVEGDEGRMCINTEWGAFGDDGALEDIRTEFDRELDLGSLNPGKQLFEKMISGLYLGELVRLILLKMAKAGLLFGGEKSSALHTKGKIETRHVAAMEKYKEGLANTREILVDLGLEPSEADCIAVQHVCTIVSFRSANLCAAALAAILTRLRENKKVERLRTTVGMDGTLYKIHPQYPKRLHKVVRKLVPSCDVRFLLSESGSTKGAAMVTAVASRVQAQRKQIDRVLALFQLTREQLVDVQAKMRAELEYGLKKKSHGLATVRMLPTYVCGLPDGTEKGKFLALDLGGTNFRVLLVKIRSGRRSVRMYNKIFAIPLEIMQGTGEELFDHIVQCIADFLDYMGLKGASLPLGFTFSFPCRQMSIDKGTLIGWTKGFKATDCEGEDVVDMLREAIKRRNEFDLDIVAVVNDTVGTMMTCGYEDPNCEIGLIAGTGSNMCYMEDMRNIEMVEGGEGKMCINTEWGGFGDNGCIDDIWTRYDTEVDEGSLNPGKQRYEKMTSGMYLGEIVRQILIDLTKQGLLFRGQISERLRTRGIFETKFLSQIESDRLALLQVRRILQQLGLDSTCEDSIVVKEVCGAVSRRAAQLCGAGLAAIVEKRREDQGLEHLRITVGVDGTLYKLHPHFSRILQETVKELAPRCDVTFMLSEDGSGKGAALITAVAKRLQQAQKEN
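Test system: recombinant HKDC1 (HK5) hexokinase enzyme, produced in-house; Amount: enzyme 5 µg/mL final; Buffer or medium: Tris pH 8.0 buffer with MgCl2, Tween-20, BSA, BME; Reagent: glucose and ATP substrates; Doses: 20 µM test compound, 1% DMSO; Incubation: 90 min reaction incubation at room temperature, dark; Detection: resorufin fluorescence at 613 nm.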
697 NFkB inh – inhibitors of the PMA/ionomycin-induced NF-kB reporter in 697 B cells | inhibition, % at 4 µM | 697 B-cell NF-kB luciferase reporter, 16 h | hit rate 0.33% among 330,000; in the data active means inhibition above about 35%
SENP8 inh – blocks the human protease SENP8; Q96LD8; purified SENP8, Z-RLRGG-aminoluciferin cleavage, luminescence; inhibition, % at 10 µM; hit rate 1.2% among 330,000
* = called active by the depositor; . = not tested or not shown. Unless noted, no stated cut-off is given here; in the data, active means inhibition above about 50%; inactive means the rest. Outcome played no part in choosing rows, and some 3.6% of all compounds hit somewhere here.

The first 3 records, to show the layout:
SMILES	UBC13 inh	SENP7 inh	Apaf1 inhib	Gli-Sufu antag	Jurkat NFkB inh	HKDC1 inh	697 NFkB inh	SENP8 inh
CCC(=O)N=c1sc2cc([N+](=O)[O-])ccc2n1CCOC	-2.7	-0.2	-3.6	-4.7	16.1	-5.3	-5.4	-6.8
Cc1cc(NS(=O)(=O)c2ccc(NC(=O)c3ccc([N+](=O)[O-])c(Cl)c3)cc2)no1	-6.8	-10.5	2.1	-23.3	2.4	-3.2	-4.5	-9.8
Cc1c(C(=O)N2CCC(N3CCSCC3)CC2)oc2c(F)cccc12	4.3	1.6	1.1	11.3	-7.0	-3.2	-16.6	-0.3

The whole of this part, repeating the preview:
SMILES	UBC13 inh	SENP7 inh	Apaf1 inhib	Gli-Sufu antag	Jurkat NFkB inh	HKDC1 inh	697 NFkB inh	SENP8 inh
CCC(=O)N=c1sc2cc([N+](=O)[O-])ccc2n1CCOC	-2.7	-0.2	-3.6	-4.7	16.1	-5.3	-5.4	-6.8
Cc1cc(NS(=O)(=O)c2ccc(NC(=O)c3ccc([N+](=O)[O-])c(Cl)c3)cc2)no1	-6.8	-10.5	2.1	-23.3	2.4	-3.2	-4.5	-9.8
Cc1c(C(=O)N2CCC(N3CCSCC3)CC2)oc2c(F)cccc12	4.3	1.6	1.1	11.3	-7.0	-3.2	-16.6	-0.3
O=C(c1cc2cc(Br)ccc2o1)N1CCCCC1	-16.5	5.4	-0.1	-94.0	-77.2	-1.6	-58.7	-7.1
O=C(O)/C(=C\c1ccc(Cl)c([N+](=O)[O-])c1)c1ccc(S(=O)(=O)N2CCCCC2)s1	-17.8	0.5	6.5	-4.0	2.0	5.6	19.2	13.1
Cc1ccc(NC(=O)CCSc2ccccc2)c(C)c1	-0.3	4.6	-8.5	.	4.7	.	-6.4	4.4
CN(C(=O)c1ccccc1C(=O)OCC(=O)Nc1ccc(S(N)(=O)=O)cc1)c1ccccc1	-8.7	-9.7	0.7	4.8	-13.5	-1.1	-27.4	4.0
CC1=CCC2C(=O)N(c3nc4ccccc4n3C)C(=O)C2C1 (configuration not stated)	6.1	8.4	4.5	0.8	-16.1	-3.1	11.6	-2.2
CCCCNc1c([N+](=O)[O-])ncn1C	-1.4	10.1	-4.6	-1.2	0.1	-2.5	15.2	-3.9
O=C(NCC1CCN(C(=O)c2c(F)c(F)c(F)c(F)c2F)CC1)c1c(F)c(F)c(F)c(F)c1F	2.1	-6.3	-16.5	-1.3	-6.2	-7.2	20.6	-3.7
COCCNC(=O)/C(C#N)=C1\N=C(N)c2ccccc21	-18.5	3.0	2.9	0.9	-3.8	9.0	-2.6	-0.1
COC(=O)c1ccc(C2NCCc3cc(OC)c(OC)cc32)cc1 (configuration not stated)	6.3	-3.1	-2.1	13.3	-4.1	-4.1	9.9	3.2
CN=C(C)/C(C(=O)OC)=C(/O)c1ccc(Cl)cc1Cl	-4.0	-5.9	-4.0	-3.9	0.4	-6.5	-11.5	-3.9
Cc1cccc(OCc2cc(-c3ccccc3)no2)c1C	2.5	66.6*	16.0	-70.8	-54.1	-0.7	-49.6	54.8*
Cc1[nH]c2ccccc2c1C(=O)C(=O)NCCOc1ccccc1	-8.9	-3.9	-11.1	4.1	14.2	-2.1	1.5	-8.3
CCc1noc(C)c1C(=O)Nc1cc(Cl)ccc1-n1cncn1	-2.3	1.3	2.2	2.8	1.5	-4.2	16.6	6.8
COc1c2n(C)ccc3c-2n(c(=O)c1=O)c1ccccc31	-82.1	-4.8	-2.1	3.6	-0.5	-1.1	-1.5	-1.3
COc1ccc(CNS(=O)(=O)c2ccc3c(c2)N(C(C)=O)CCO3)cc1	2.0	0.2	-2.6	-20.8	9.2	3.0	2.7	-0.5
CCOC(=O)c1c(-c2ccc(F)cc2)csc1NC(=O)CCN1CCOCC1	7.8	4.0	13.6	5.1	-7.3	3.0	-16.5	-3.6
c1ccc2c(c1)NC(c1ccncc1)n1c-2nc2ccccc21 (configuration not stated)	11.0	-0.7	-5.5	4.2	-27.9	1.7	-5.6	-1.8

A run of entries taken from the entries so far, as a working copy:
SMILES	UBC13 inh	SENP7 inh	Apaf1 inhib	Gli-Sufu antag	Jurkat NFkB inh	HKDC1 inh	697 NFkB inh	SENP8 inh
CCC(=O)N=c1sc2cc([N+](=O)[O-])ccc2n1CCOC	-2.7	-0.2	-3.6	-4.7	16.1	-5.3	-5.4	-6.8
Cc1cc(NS(=O)(=O)c2ccc(NC(=O)c3ccc([N+](=O)[O-])c(Cl)c3)cc2)no1	-6.8	-10.5	2.1	-23.3	2.4	-3.2	-4.5	-9.8
Cc1c(C(=O)N2CCC(N3CCSCC3)CC2)oc2c(F)cccc12	4.3	1.6	1.1	11.3	-7.0	-3.2	-16.6	-0.3
O=C(c1cc2cc(Br)ccc2o1)N1CCCCC1	-16.5	5.4	-0.1	-94.0	-77.2	-1.6	-58.7	-7.1
O=C(O)/C(=C\c1ccc(Cl)c([N+](=O)[O-])c1)c1ccc(S(=O)(=O)N2CCCCC2)s1	-17.8	0.5	6.5	-4.0	2.0	5.6	19.2	13.1
Cc1ccc(NC(=O)CCSc2ccccc2)c(C)c1	-0.3	4.6	-8.5	.	4.7	.	-6.4	4.4
CN(C(=O)c1ccccc1C(=O)OCC(=O)Nc1ccc(S(N)(=O)=O)cc1)c1ccccc1	-8.7	-9.7	0.7	4.8	-13.5	-1.1	-27.4	4.0

The list goes on.
SMILES	UBC13 inh	SENP7 inh	Apaf1 inhib	Gli-Sufu antag	Jurkat NFkB inh	HKDC1 inh	697 NFkB inh	SENP8 inh
Cc1ccc2c(c1)-c1c(cnn1CC(=O)N(CCC#N)c1ccccc1)CO2	1.9	-3.9	0.4	-3.8	-1.3	-8.2	14.8	-6.7
COCCSc1ccccc1C(=O)NCCc1ccccc1	10.5	3.4	-1.9	-5.0	-12.9	-11.6	4.3	-2.6
N#CC1=C(S)N=C(N)C(c2nc(-c3ccccc3)cs2)C12CCCCC2 (configuration not stated)	-21.6	-1.6	9.6	4.9	1.9	11.4	-8.2	-4.6
CC1(C)Cc2c(cnn2-c2cccc(F)c2)C(NC(=O)c2csnn2)C1 (configuration not stated)	0.5	2.7	14.8	14.3	-12.1	2.5	-10.8	8.1
O=C1CN(C(=O)COc2c(F)c(F)cc(F)c2F)c2ccccc2N1	0.1	-1.6	5.3	3.4	-2.3	-1.9	-5.4	-7.9
N#C/C(=C\c1c(Oc2ccc(Cl)cc2)nc2ccccn2c1=O)C(=O)NC1CCS(=O)(=O)C1 (configuration not stated)	7.2	-12.4	1.8	-18.7	-1.0	-1.0	8.0	-3.6
Cc1ccc(OCCOc2cccc(/C=N/NC(N)=O)c2)cc1	-4.3	-1.9	4.1	-63.1	-0.5	-7.9	-52.3	3.5
COc1ccc(-n2cc(CNCCc3ncc(C)[nH]3)c(-c3ccccc3Cl)n2)cc1	12.2	6.5	3.4	-5.1	8.8	-9.3	2.8	-3.6
CCC(C)c1ccccc1OCCOCCN1CCCC1 (configuration not stated)	6.6	10.7	2.1	-0.7	2.7	11.2	-9.1	-3.7
O=C(CNS(=O)(=O)c1ccc(F)cc1)Nc1ccccc1	1.2	-5.3	-7.8	-17.9	1.2	-4.8	-14.0	-2.4
CCOC(=O)C1=C(C)NC(=S)NC1c1ccc(-c2cccc(Cl)c2C)o1 (configuration not stated)	9.0	7.7	26.0	-29.0	5.8	-8.5	-1.1	4.7
CC1(C)C2CCC13CS(=O)(=O)N[C@@H]3C2 (some centres not stated)	5.2	-4.1	-3.4	3.9	-8.9	-0.7	19.5	-5.2
O=c1c(Cl)c(N2CCN(S(=O)(=O)c3ccc(F)cc3)CC2)cnn1-c1cccc(Cl)c1	4.4	-10.4	14.1	14.0	-14.4	-3.8	-1.3	-6.7
Cc1ccc(S(=O)(=O)N/N=C/c2cc([N+](=O)[O-])ccc2O)cc1[N+](=O)[O-]	-27.7	-6.8	3.8	-9.7	-20.3	-5.3	-4.8	-11.4
COc1ccccc1NC(=S)NCC1CCC(CNC(=S)Nc2ccccc2OC)CC1 (configuration not stated)	-0.1	-5.4	0.4	3.6	-5.6	-0.7	-6.9	-12.5
Brc1ccc(CSc2ncnc3nc[nH]c23)cc1	16.5	7.5	5.9	8.9	6.9	1.2	0.2	2.9
O=C(CN(c1ccccc1)S(=O)(=O)c1ccc(Cl)cc1)Nc1ccccc1C(=O)N1CCCC1	-10.1	4.7	25.7	6.1	-10.6	-12.3	-12.5	2.5
COc1cc(OC)c(-c2nn3c(C4CCCCC4)nnc3s2)cc1OC	15.4	-2.7	9.8	3.1	-9.3	28.8	-22.3	-6.0
N#C/C(=C(/O)COc1ccc(Br)cc1)c1nnc2n1CCCCC2	-7.7	8.8	1.4	-2.0	-6.0	4.5	3.8	7.6
Cc1ccc(C(=O)Oc2cc(-c3ccccc3)no2)cc1	1.2	0.2	3.7	-1.3	-7.9	5.7	-13.9	0.9
CCOc1ccccc1/C=C(\C#N)C(=O)NC1CC1	1.6	2.9	-12.3	-3.8	2.7	-2.4	-15.5	-2.0
O=C(NCc1ccc2c(c1)OCO2)C1CC(c2ccccc2O)=NO1 (configuration not stated)	3.6	1.9	-5.8	5.1	-6.3	8.1	6.9	-2.3
CCC1=[N+](CC(=O)c2ccc(C)cc2)CCn2cccc21	-8.2	0.8	-4.5	.	-36.4	3.1	-13.6	1.2
CCOC(=O)C1=C(C)NC(C)=C(C(=O)OC)C1c1ccco1 (configuration not stated)	4.6	-3.6	-8.0	1.0	5.1	-0.4	19.4	8.1
COc1ccc(CC(=O)Nc2nc(-c3ccc(F)c(F)c3)cs2)cc1	11.0	2.9	14.9	3.9	15.3	-1.3	1.3	1.5
CC(C)(C)C(=O)/C=c1\s/c(=C\c2ccc(-c3ccc([N+](=O)[O-])cc3)o2)c(=O)n1CC(=O)NC(N)=O	-122.5	3.5	5.6	9.3	1.2	0.3	22.2	17.0
CC1CCN(S(=O)(=O)c2ccc3c(c2)c(=O)c(C(=O)N2CCCCC2)cn3C)CC1	1.3	4.7	-9.4	8.5	8.3	13.4	4.1	2.1
Cc1ccc(SCc2[nH]nc3c2C2(CCSCC2)C(C#N)=C(N)O3)cc1	3.9	16.1	1.8	-0.5	-11.9	-5.4	14.9	6.4
CCN(CC)c1ccc(NC(=O)CN2CCN(CC(=O)Nc3ccccc3OC)CC2)cc1	10.0	0.9	9.3	-5.5	5.0	-6.8	-22.2	-4.2
CC(C)(C)NCC(O)COc1ccc(Br)cc1 (configuration not stated)	0.5	-4.9	-7.1	5.0	-6.7	-4.5	12.8	-11.0
C/C(=N/NC(=O)CCc1c(C)n[nH]c1C)c1cccc([N+](=O)[O-])c1	5.6	18.3	-12.3	0.6	7.7	-2.0	9.9	1.1
CC(C)(C)OC(=O)CN1C(=O)NC(Cc2c[nH]c3ccccc23)C1=O (configuration not stated)	-5.5	-0.4	2.1	-6.2	-17.8	0.0	-29.2	-1.6
CC1=CC2=C(OC1N(C)C)c1cccc3cccc(c13)C2=O (configuration not stated)	-11.2	2.1	0.8	-12.0	18.4	14.6	-2.9	0.3
CC(=O)Oc1cccc(-c2nc3ccccc3c(=O)o2)c1	6.6	-20.6	-2.8	-1.4	-4.4	-5.6	-14.0	-16.5
COc1cccc(/C=C2/SC(=S)N(CC(=O)NNC(=O)c3ccccc3O)C2=O)c1	-13.0	2.7	15.8	-21.1	-14.6	-12.6	-1.6	0.3
CCOC(=O)c1cc(-c2ccccc2)sc1NC(=O)C(C)C	5.8	-9.0	11.1	-3.5	-6.3	-11.9	0.7	-6.3
COc1ccc(NC(=O)c2ccccc2[N+](=O)[O-])cc1OC	2.1	-5.3	2.1	-5.9	11.3	7.8	6.8	16.3
O=C(NNC(=O)c1ccc2c(=O)n3c(nc2c1)CCC3)c1ccc(Cl)cc1	-0.6	5.5	-2.2	5.1	-0.8	3.7	15.6	-5.1
CS(=O)(=O)Nc1ccccc1C(=O)N1CCN(c2ccccc2)CC1	-2.9	-4.3	-13.1	.	-2.6	.	17.9	9.8
CCOC(=O)Cc1csc(NC(=O)CN2CCCCC2)n1	1.6	-6.4	-14.2	-19.9	1.1	-7.0	-15.9	8.8
